PfM18AAP inh – PfM18AAP enzyme inhibition; 290,000 tested, 1.2% active; recombinant PfM18AAP, H-Glu-NHMec fluorogenic cleavage; inhibition, % at 7.35 µM;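 active means inhibition above the campaign mean inhibition over all tested compounds plus 3 SD, cut at about 28% in these data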;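 further: 0% = plate median of test compound wells and 100% = 2 mM ZnCl2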
NALP1 yeast inh – NALP1 inhibition. S. cerevisiae NALP1/ASC/caspase-1 growth, X-gal OD620, 72 h. 280,000 tested, 0.61% active. inhibition, % at 10 µM. AID 2071; in the data active means inhibition mostly above about 24%, no sharp cut-off; inactive means mostly below about 32%; further: some compounds called inactive have numbers as strong as hits
MEKK2mut PB1 HTS – signal of MEK5 binding to mutant human MEKK2 PB1 domain; bead flow cytometry, Alexa488-MEK5 binding to MEKK2 mutant; percent response, % at 10 µM; 290,000 tested, 0.35% active; AID 1530; in the data active means percent response above about 24%, passing the limit was not always enough; further: inactives centre near 1; some results filed as inactive read as strong as hits; reference of the scale not given here
OXTR agonist – activates the human oxytocin receptor | AID 2435 | activation, % at 3 µM | 320,000 tested, 0.32% active | CHO-OTR cells, Fluo-8 calcium fluorescence; normalized: DMSO 0%, oxytocin 100% | P30559;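 active means activation above the mean of all tested compounds plus 3 SD, cutoff set per screening run, cut at about 20% in these data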;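 further: peak over basal fluorescence ratio from a 100 s FLIPR kinetic read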
Target sequence (P30559 whole entry, looked up): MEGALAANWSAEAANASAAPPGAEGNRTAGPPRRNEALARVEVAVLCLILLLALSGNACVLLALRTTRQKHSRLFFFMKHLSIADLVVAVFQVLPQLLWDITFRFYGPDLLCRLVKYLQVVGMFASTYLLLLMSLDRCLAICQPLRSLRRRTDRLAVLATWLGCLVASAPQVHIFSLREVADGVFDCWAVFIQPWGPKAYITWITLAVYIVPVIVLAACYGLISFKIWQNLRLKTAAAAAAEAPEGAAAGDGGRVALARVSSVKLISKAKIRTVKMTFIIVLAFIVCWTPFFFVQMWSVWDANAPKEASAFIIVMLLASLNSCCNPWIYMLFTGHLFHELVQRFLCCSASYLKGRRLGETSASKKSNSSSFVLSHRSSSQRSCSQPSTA
MEKK2wt PB1 HTS – raises or lowers MEK5 binding to wildtype human MEKK2 PB1 domain | bead flow cytometry, Alexa488-MEK5 binding to MEKK2 WT; actives lie on both sides | binding response (% of control), % at 10 µM | 290,000 tested, 1.1% active; in the data active means binding response below about 67% or above about 130%
MEKK3 PB1 HTS – MEKK3-MEK5 PB1 interaction, increase or decrease | Q99759 | bead-based flow cytometry, Alexa488-MEK5 binding to MEKK3; actives lie on both sides; 0 = blocked by unlabeled MEK5, 100 = vehicle | binding response (% of control), % at 10 µM | 290,000 tested, 1.4% active | AID 1529;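 active means binding response more than 3 SD above or below the average of its plate-row segment, actives on both sides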;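 further: Alexa488 bead fluorescence after subtracting the streptavidin-only scavenger bead signal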
PHOSPHO1 block – blocks human PHOSPHO1 phosphatase activity; recombinant PHOSPHO1, absorbance phosphatase assay; inhibition, % at 13.3 µM; 290,000 tested, 1.1% active; AID 1565; in the data active means inhibition above about 60%
Target sequence (Q8TCT1 whole entry, looked up): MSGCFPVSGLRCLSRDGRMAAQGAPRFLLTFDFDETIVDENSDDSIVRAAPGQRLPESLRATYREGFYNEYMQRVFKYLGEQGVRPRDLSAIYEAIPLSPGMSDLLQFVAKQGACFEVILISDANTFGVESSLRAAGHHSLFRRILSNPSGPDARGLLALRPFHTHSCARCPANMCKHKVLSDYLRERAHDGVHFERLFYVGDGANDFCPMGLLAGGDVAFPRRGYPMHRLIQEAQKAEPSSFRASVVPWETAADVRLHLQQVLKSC
GPR7 antag – antagonists of human GPR7 (neuropeptides B/W receptor 1); P48145; GPR7-expressing cells, fluorescence antagonist assay; inhibition, % at 4.4 µM; 290,000 tested, 1.1% active; in the data active means inhibition above about 16%, passing the limit was not always enough;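 further: cells stimulated with the agonist NPW; 0% = agonist with vehicle and 100% = vehicle without agonist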
DNA FID counter – fluorescent intercalator displacement, NS3 helicase counter-screen. DNA fluorescent intercalator displacement, fluorescence. inhibition, % at 7.9 µM. 290,000 tested, 0.17% active. AID 1845; in the data active means inhibition above about 37%;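 further: 0% = vehicle and 100% = reference compound; higher means more ethidium bromide displaced from hairpin DNA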
Starred values were filed as active, the others as inactive; / = not tested or not shown.

Assay codes: A = PfM18AAP inh; B = NALP1 yeast inh; C = MEKK2mut PB1 HTS; D = OXTR agonist; E = MEKK2wt PB1 HTS; F = MEKK3 PB1 HTS; G = PHOSPHO1 block; H = GPR7 antag; I = DNA FID counter
COc1cc(SC)ccc1C(=O)NCC1CCCO1 (configuration not stated)
  A = -12.8; B = /; C = 4.0; D = 0.2; E = 102.0; F = 99.0; G = 1.2; H = 4.6; I = -7.6
COc1ccc(Cc2nn3c(Cn4nnc5ccccc54)nnc3s2)cc1
  A = 10.0; B = 29.3; C = -7.0; D = 2.3; E = 94.0; F = 98.0; G = 68.9*; H = 10.4; I = -22.4
Cc1ccc(C(C)C)c(OCC(=O)Nn2c(C)nc3ccccc3c2=O)c1
  A = -9.8; B = 20.5; C = 3.0; D = -1.6; E = 108.0; F = 107.0; G = 15.4; H = -5.5; I = -6.5
Cc1ccc(NC(=O)c2cc(NC(=O)c3ccco3)ccc2N2CCOCC2)cc1
  A = 2.4; B = 24.9; C = 1.0; D = -1.3; E = 107.0; F = 109.0; G = 5.0; H = 5.6; I = -23.6
COc1cc(C(c2sc3ncnn3c2O)N2CCN(c3ccccc3F)CC2)cc(OC)c1OC (configuration not stated)
  A = 9.8; B = -7.0; C = 6.0; D = -0.3; E = 106.0; F = 110.0; G = -3.3; H = 0.9; I = -35.4
CCN1CCCC1CNC(=O)c1cc(OC)c(OC)c(OC)c1 (configuration not stated)
  A = -0.6; B = 7.1; C = 2.0; D = 0.7; E = 99.0; F = 99.0; G = 12.8; H = 8.8; I = 2.3
Cc1cccc(CSCCNC(=S)Nc2ccccc2)c1
  A = 4.1; B = 15.8; C = 4.0; D = -1.0; E = 108.0; F = 108.0; G = -0.5; H = -13.4; I = -9.9
CCOc1ccc(-c2nnn(CC(=O)NCc3cccs3)n2)cc1
  A = -15.7; B = 12.8; C = 5.0; D = 0.8; E = 103.0; F = 104.0; G = -2.9; H = 2.1; I = 2.7
Cc1ccc([N+](=O)[O-])cc1S(=O)(=O)NCc1cccnc1
  A = 2.4; B = 27.2; C = -3.0; D = 0.5; E = 91.0; F = 85.0; G = -2.0; H = 5.7; I = 1.8
CC(C)N(C1=CC(=O)OC12CCCCC2)C(C)C
  A = 1.0; B = -17.9; C = -2.0; D = -0.4; E = 98.0; F = 97.0; G = 32.2; H = -7.5; I = -2.6
CC(C)CNC(=O)c1ccccc1Oc1ccccc1
  A = -8.1; B = -0.5; C = 15.0; D = -2.4; E = 108.0; F = 111.0; G = -2.0; H = 0.4; I = -8.5
O=S(=O)(Nc1c(F)cccc1F)c1ccc2c(c1)OCCO2
  A = -3.4; B = 13.8; C = -4.0; D = 0.1; E = 99.0; F = 99.0; G = 19.4; H = 15.1; I = -1.7
COc1ccccc1N1CCN(Cc2cc3c(cc2[N+](=O)[O-])OCO3)CC1
  A = 31.8*; B = -13.5; C = 10.0; D = -2.0; E = 106.0; F = 103.0; G = /; H = 1.0; I = -6.8
O=C(CCSc1nnc(-c2ccco2)o1)Nc1ccc(Cl)cc1
  A = 5.3; B = 25.7; C = -4.0; D = 1.4; E = 91.0; F = 91.0; G = 16.3; H = 0.3; I = -9.1
COc1ccc(C2(CNC(=O)C(=O)Nc3ccc(C)cc3)CCOCC2)cc1
  A = -1.3; B = -5.5; C = 0.0; D = 0.4; E = 101.0; F = 99.0; G = 43.6; H = -13.4; I = -8.7
CCOc1ccc(-c2ccc(C=O)o2)c([N+](=O)[O-])c1
  A = 6.4; B = 25.9; C = 1.0; D = -1.7; E = 108.0; F = 120.0; G = -6.4; H = 6.5; I = 5.5
Cc1cc(Cl)ccc1C(=O)C1CCCN(C(=O)c2ccoc2)C1 (configuration not stated)
  A = 1.6; B = 8.8; C = 9.0; D = -2.2; E = 108.0; F = 107.0; G = -15.9; H = -11.6; I = -16.4
c1ccc(-c2nnc(-c3ccco3)o2)cc1
  A = 8.6; B = 2.1; C = 4.0; D = 0.0; E = 105.0; F = 107.0; G = -25.0; H = 0.3; I = -1.9
Cc1ccc(C(C)C)c(OCCCN2C(=O)NC(C)(C)C2=O)c1
  A = -11.6; B = 1.4; C = 1.0; D = -2.2; E = 100.0; F = 101.0; G = -13.1; H = -1.9; I = -21.2
COCCNc1ccnc2c(Cl)cccc12
  A = 5.8; B = 27.7; C = -2.0; D = 0.4; E = 98.0; F = 99.0; G = -2.6; H = -11.7; I = 2.9
COc1ccc(-c2ccccc2)cc1NC(=O)c1cccs1
  A = -8.2; B = 7.3; C = 2.0; D = -2.4; E = 107.0; F = 108.0; G = /; H = -17.3; I = -8.1
COC(=O)c1ccccc1NC(=S)N(Cc1ccc2c(c1)OCO2)Cc1cc2cc(OC)ccc2[nH]c1=O
  A = 6.2; B = 23.0; C = 12.0; D = 0.6; E = 85.0; F = 103.0; G = 0.6; H = -6.2; I = 4.3
C/C(CC(=O)Nc1ccc2c(c1)OCCO2)=N\NC(=O)COc1ccc(C)cc1Br
  A = -0.7; B = 12.0; C = -2.0; D = -1.0; E = 102.0; F = 103.0; G = 16.0; H = -6.2; I = -17.9
CN(CCc1ccccn1)C(=O)CC1C(=O)NCCN1Cc1cccc(F)c1 (configuration not stated)
  A = 11.6; B = 5.5; C = 11.0; D = 0.1; E = 115.0; F = 112.0; G = 32.8; H = -11.5; I = -8.2
CCOC(=O)c1c(-c2ccccc2)oc2cc(CN(C)C)c(O)c(CN(C)C)c12
  A = 26.3; B = /; C = /; D = 0.0; E = /; F = /; G = /; H = -11.1; I = -11.4
CSc1nc2ccc(S(=O)(=O)N3CCOCC3)cc2s1
  A = -10.0; B = 12.2; C = -8.0; D = -0.7; E = 87.0; F = 85.0; G = 0.2; H = -4.3; I = -4.8
CCN(CC(=O)NCc1ccccn1)S(=O)(=O)c1ccc(OC)cc1
  A = -4.0; B = 11.9; C = -5.0; D = 2.6; E = 94.0; F = 98.0; G = 22.4; H = -6.6; I = -7.7
Cc1cc(C(F)(F)F)nc(SCc2ccc(C(=O)O)o2)n1
  A = -26.1; B = -17.9; C = 4.0; D = -0.4; E = 101.0; F = 99.0; G = 48.2; H = 4.5; I = -7.5

Rewritten with two lines to a compound: entries from further up.
Each structure is followed by: PfM18AAP inh	NALP1 yeast inh	MEKK2mut PB1 HTS	OXTR agonist	MEKK2wt PB1 HTS	MEKK3 PB1 HTS	PHOSPHO1 block	GPR7 antag	DNA FID counter
- COCCNc1ccnc2c(Cl)cccc12
→ 5.8	27.7	-2.0	0.4	98.0	99.0	-2.6	-11.7	2.9
- COc1ccc(-c2ccccc2)cc1NC(=O)c1cccs1
→ -8.2	7.3	2.0	-2.4	107.0	108.0	/	-17.3	-8.1
- COC(=O)c1ccccc1NC(=S)N(Cc1ccc2c(c1)OCO2)Cc1cc2cc(OC)ccc2[nH]c1=O
→ 6.2	23.0	12.0	0.6	85.0	103.0	0.6	-6.2	4.3
- C/C(CC(=O)Nc1ccc2c(c1)OCCO2)=N\NC(=O)COc1ccc(C)cc1Br
→ -0.7	12.0	-2.0	-1.0	102.0	103.0	16.0	-6.2	-17.9
- CN(CCc1ccccn1)C(=O)CC1C(=O)NCCN1Cc1cccc(F)c1 (configuration not stated)
→ 11.6	5.5	11.0	0.1	115.0	112.0	32.8	-11.5	-8.2
- CCOC(=O)c1c(-c2ccccc2)oc2cc(CN(C)C)c(O)c(CN(C)C)c12
→ 26.3	/	/	0.0	/	/	/	-11.1	-11.4
- CSc1nc2ccc(S(=O)(=O)N3CCOCC3)cc2s1
→ -10.0	12.2	-8.0	-0.7	87.0	85.0	0.2	-4.3	-4.8
- CCN(CC(=O)NCc1ccccn1)S(=O)(=O)c1ccc(OC)cc1
→ -4.0	11.9	-5.0	2.6	94.0	98.0	22.4	-6.6	-7.7
- Cc1cc(C(F)(F)F)nc(SCc2ccc(C(=O)O)o2)n1
→ -26.1	-17.9	4.0	-0.4	101.0	99.0	48.2	4.5	-7.5
